Assay outcomes (PubChem BioAssay)
POLK inh – qHTS for Inhibitors of Polymerase Kappa; AID 588579, 2011; Potency, µM (titrated, usually from 107 µM), inactives show top-dose activity, negative = inhibition, usual class: inhibitors; 400,000 compounds, 0.53% hits; purified Pol kappa, fluorescent DNA synthesis assay, 10 min; further: potency means the concentration at half of the fitted maximal effect; on the % scale 0 is the no-effect control and ±100 the full control effect
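Enzyme at 10 nM met test compounds for 15 min at room temperature. Substrate addition (50 nM final) began the reaction, which was monitored by fluorescence at 0 and 10 min.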
POLH inh – qHTS for Inhibitors of Polymerase Eta; DNA polymerase eta (Homo sapiens), Q9Y253; 390,000 compounds, 1.2% hits; Potency, µM (top dose mostly 114 µM), inactives show at the highest dose activity change, negative = inhibition, actives largely listed as inhibitors; recombinant Pol eta, fluorescent DNA replication assay; further: potency means the concentration at half of the fitted maximal effect; on the % scale 0 is the no-effect control and ±100 the full control effect
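Pol eta (10 nM) was preincubated with compounds for 15 min at room temperature, after which fluorescent replication substrate (50 nM final) was added to start the reaction. Fluorescence was read kinetically at 0 and 10 min.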
LDHA block – qHTS assay for inhibitors of human lactate dehydrogenase | L-lactate dehydrogenase A chain (Homo sapiens), P00338 | purified LDHA, NADH/diaphorase-resazurin fluorescence; active compounds read low | activity change, % (values are at about 110 or 230 µM) | 480,000 compounds, 0.15% hits; in the data active means activity change below about -30%; inconclusive means mostly about -25% to -30%;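 further: plate controls were DMSO wells for no effect and wells without enzyme for full effect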
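Human LDH5 at 2 nM final in Tris HCl pH 7.4 with 0.06 mM NADH and 0.2 mM pyruvate, reacted 5 minutes at room temperature. Remaining NADH coupled via diaphorase/resazurin; resorufin fluorescence read at 0 and 20 minutes, normalized to enzyme-free and DMSO wells.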
Pol beta inh – qHTS Assay for Inhibitors of DNA Polymerase Beta; AID 485314, 2010; Pol beta primer extension/strand displacement, fluorescence kinetic; 340,000 compounds, 1.3% hits; Potency, µM (doses to about 114 µM), inactives show at the top dose activity change, negative = inhibition, actives largely listed as inhibitors; further: potency means the concentration at half of the fitted maximal effect; on the % scale 0 is the no-effect control and ±100 the full control effect
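Enzyme-only controls used 10 nM Pol beta; buffer lacking enzyme served as negative control. Compound preincubated 15 min, then 50 nM substrate added; 0 and 10 min reads at room temperature.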
Anesthetic bind – qHTS Assay for Identification of Novel General Anesthetics | apoferritin/1-aminoanthracene competitive binding, fluorescence | 350,000 compounds, 0.074% hits | AID 485281, 2010 | Ferritin light chain (Equus caballus), P02791 | Potency, µM (titrated, usually from 77.5 µM), for the others: at the highest dose activity change, negative = displacement, usual class: inhibitors; further: potency means the concentration at half of the fitted maximal effect; on the % scale 0 is the no-effect control and ±100 the full control effect; nearly all actives have a fitted effect of over 20% in size
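Horse-spleen apoferritin (10 uM) in 50% saturated 1-aminoanthracene in PBS was incubated 10 min at room temperature with compound. Fluorescence (ex 380, em 535 nm) was normalized to free and bound 1-AMA, with concentration-response fitted by a four-parameter Hill equation.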
ERG Ets-DNA blk – qHTS for Small Molecule Inhibitors of the ERG Ets/DNA interaction. fluorescence polarization, His-ERG Ets domain / labelled DNA. Potency, µM (top dose mostly 76.9 µM), for inactives: at the highest dose FP activity, negative = inhibition, most hits filed as inhibitors. 370,000 compounds, 0.028% hits. Transcriptional regulator ERG (Homo sapiens), P11308; active means well fitted inhibition curve with a large enough effect in the polarisation, with a control signal flat; inconclusive means small, poorly fitted or top-dose-only effect, or effect the other way, or a change in a side signal; inactive means no such curve, though single readings can be large or run the other way; the % refers to the polarisation;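 further: polarization taken with two DNA probes labelled with fluorescein and Texas red; potency means the concentration at half of the fitted maximal effect; % of control where 0% means no effect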
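His-tagged ERG Ets domain (1 uM in the protein solution; 300mM KCl, 50mM Tris-HCl, 1mM EDTA, 1mM DTT, pH 7.5) received compound, then a probe mix of 5 nM fluorescein-DNA and 100nM Texas-615-DNA. Fluorescence polarization was read for both dyes.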
ALOX12 inh – Primary qHTS assay for inhibitors of human arachidonate 12S-lipoxygenase (ALOX12): Round 2; 580,000 compounds, 1.1% hits; purified 12hLO, xylenol orange hydroperoxide absorbance; Potency, µM (titrated, usually from 108 µM), without a hit: top-dose activity change, negative = inhibition, hits mostly inhibitors; Polyunsaturated fatty acid lipoxygenase ALOX12 (Homo sapiens), P18054; AID 1671190, 2021; further: potency means the concentration at half of the fitted maximal effect; on the % scale 0 is the no-effect control and ±100 the full control effect
Target sequence (P18054 whole entry, looked up): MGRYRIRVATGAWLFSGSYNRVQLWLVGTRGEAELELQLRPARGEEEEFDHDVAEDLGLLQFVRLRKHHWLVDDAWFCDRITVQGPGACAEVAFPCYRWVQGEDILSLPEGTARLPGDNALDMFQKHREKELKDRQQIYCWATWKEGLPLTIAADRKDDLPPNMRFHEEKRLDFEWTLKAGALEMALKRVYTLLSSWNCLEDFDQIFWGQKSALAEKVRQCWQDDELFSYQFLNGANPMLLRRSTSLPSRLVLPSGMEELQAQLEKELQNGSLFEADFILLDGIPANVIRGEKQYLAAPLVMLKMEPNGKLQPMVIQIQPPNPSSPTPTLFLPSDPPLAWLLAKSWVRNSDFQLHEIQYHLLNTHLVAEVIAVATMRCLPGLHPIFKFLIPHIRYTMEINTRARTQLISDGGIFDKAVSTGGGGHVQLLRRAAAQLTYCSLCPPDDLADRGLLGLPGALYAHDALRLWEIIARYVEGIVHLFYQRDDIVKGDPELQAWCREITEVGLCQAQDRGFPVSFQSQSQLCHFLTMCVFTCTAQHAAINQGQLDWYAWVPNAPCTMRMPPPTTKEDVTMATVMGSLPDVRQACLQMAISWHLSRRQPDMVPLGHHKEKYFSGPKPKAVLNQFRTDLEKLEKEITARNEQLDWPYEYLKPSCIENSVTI
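Hydroperoxide product was detected by ferrous iron/xylenol orange as the 573 to 405 nm absorbance ratio. Arachidonic acid at 40 uM (final) was turned over for 30 min at room temperature by 150 nM human 12hLO, pH 7.0 Hepes buffer, after 15 min compound preincubation.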
RGS4 inhibitor – Inhibitors of Regulator of G Protein Signaling (RGS) 4: qHTS; Regulator of G-protein signaling 4 (Homo sapiens), P49798; Transcreener GDP fluorescence polarization, RGS4-accelerated GTP hydrolysis; Potency, µM (doses to about 114 µM), inactives show at the top dose activity change, negative = inhibition, most hits filed as inhibitors; 390,000 compounds, 0.039% hits; AID 504845, 2011; further: potency means the concentration at half of the fitted maximal effect; on the % scale 0 is the no-effect control and ±100 the full control effect; nearly all actives have a fitted effect of over 75% in size; some results filed as inactive show a strong effect at the top dose
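MLSMR compounds (23 nl, pin-transferred) preincubated 10 min at room temperature with a 500nM (2x) first reagent, then RGS4 at 900nM (2x) plus Transcreener GDP mix added; fluorescence polarization (620/688 nm) read before and after 90 min at 30 °C.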
APEX1 inh – qHTS Assay for Inhibitors of the Human Apurinic/apyrimidinic Endonuclease 1 (APE1). DNA repair nuclease/redox regulator APEX1 (Homo sapiens), P27695. recombinant APE1, TAMRA/BHQ-2 abasic DNA cleavage fluorescence. Potency, µM (series often up to 65.8 µM), for the others: top-dose activity change, negative = inhibition, usual class: inhibitors. 350,000 compounds, 0.35% hits. AID 2517, 2012;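 further: potency means the concentration at half of the fitted maximal effect; plate controls were vehicle for no effect and reference inhibitor for full effect; nearly all actives have a fitted effect of over 55% in size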
Target sequence (P27695 whole entry, looked up): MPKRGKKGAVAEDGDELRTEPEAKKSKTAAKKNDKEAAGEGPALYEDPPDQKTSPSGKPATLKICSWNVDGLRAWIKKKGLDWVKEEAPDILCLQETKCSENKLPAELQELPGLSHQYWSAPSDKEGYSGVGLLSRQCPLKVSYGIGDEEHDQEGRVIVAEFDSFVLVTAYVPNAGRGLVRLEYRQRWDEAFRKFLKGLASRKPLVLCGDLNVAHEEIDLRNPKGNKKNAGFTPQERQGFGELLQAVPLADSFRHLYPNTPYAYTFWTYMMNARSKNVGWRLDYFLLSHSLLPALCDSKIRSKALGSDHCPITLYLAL
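APE1 at 0.75 nM preincubated 15 min at room temperature with compound. Reaction then started with 50 nM double-stranded THF-abasic substrate labelled with TAMRA/BHQ-2, and 525/598 nm fluorescence read kinetically. Activity taken as third-minus-first read difference, normalized to DMSO and NSC13755 controls.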
The depositor's hits bear a star; ? = inconclusive; / = no result given; & = joins results of further samples; [ ] = dose if it differs, or a comment. Unless noted, the call rests on the fitted dose curve; in most records, active means well fitted curve in the direction sought with a large enough effect; inconclusive means small, poorly fitted or top-dose-only effect, or another doubt; inactive means no such curve, though single readings can be large; an effect the other way counts as inactive or inconclusive. The list is partial. The share of hits here may be higher or lower than overall.

Below each compound: POLK inh	POLH inh	LDHA block	Pol beta inh	Anesthetic bind	ERG Ets-DNA blk	ALOX12 inh	RGS4 inhibitor	APEX1 inh
O=C(c1ccco1)N(Cc1cccs1)C1CCS(=O)(=O)C1 (centres undefined)
    0%	-13%	1	15%	-2%	2%	-12%	-29%	17%
c1ccc2c(c1)OCCOCCOCCO2
    -6%	-18%	-8	0%	-1%	-22%	12%	-14%	-2%
C#CC(CC)(CC)NC(=S)Nc1ccc(S(N)(=O)=O)cc1
    -3%	-21%	0	-20%	?	6%	-3%	-37%	-6%
COc1cc(NC(=O)CSc2nnc3n2C(C)(C)Cc2ccccc2-3)cc(OC)c1
    -16%	0%	-6	-13%	-13%	-3%	-10%	8%	-1%
COc1ccc(S(=O)(=O)N(C)C[C@H]2Oc3ccc(NC(=O)NC(C)C)cc3C(=O)N([C@H](C)CO)C[C@@H]2C)cc1
    6%	-6%	-1	/	/	13%	-1%	3%	-8%
CCOc1cc(S(=O)(=O)NC2CCCC2)ccc1Cl
    -4%	-21%	-2	-3%	-4%	10%	0%	-11%	-6%
COc1cccc2cc(CC(=O)c3ccccc3)c(=O)oc12
    -3%	-19%	-12&11	16%	-7%	-2%	0%&25%	6%	2%
COc1ccc(C[C@H]2CN3C(=NC[C@H]3Cc3ccccc3)N2CCNC(=O)c2ccc(C)c(Br)c2)cc1
    -1%	-18%	-2	4%	?	-7%	/	-7%	0%
COc1ccccc1-c1noc(CCCC(=O)NC2CCCC2)n1
    5%	11%	-13	33%	-10%	28%	-6%	24%	21%
COc1ccc(CC(=O)NC2=NCCS2)cc1
    -14%	-10%	-7	15%	-2%	-1%	?	-50%	-4%
CCOc1ccc(NC(=O)CCCn2c(C)c3cnn(-c4ccccc4)c(=O)c3c2C)cc1
    -8%	-10%	-1	6%	7%	3%	-22%	-13%	/
Cc1ccc(CNC(=O)C2CCCN(C(=O)N(C)C)C2)cc1 (centres undefined)
    -4%	-9%	-7	-1%	-12%	-1%	10%	9%	6%
CCCCN1C(=O)C(=O)N(CC(=O)NC2CCCc3ccccc32)C1=O (centres undefined)
    -7%	-6%	-3	10%	-6%	-23%	-2%	-34%	1%
Cc1ccc(-c2ccc(CCC(=O)O)n2CC2CCCO2)cc1 (centres undefined)
    3%	-12%	-1	16%	5%	12%	-15%	-45%	-2%
CC(C)Oc1ccc(/C(O)=C2/C(=O)C(=O)N(CCN(C)C)C2c2cccs2)cc1 (centres undefined)
    -16%	-10%	4	74%	-7%	0%	?	-28%	-4%
CCCCCOc1ccc(/C=N/NC(=O)c2nnn(-c3nonc3N)c2CN2CCCCCC2)cc1
    14%	-18%	-1	/	/	12%	1%	-10%	/
O=C(NC1CCCC1)C(c1ccco1)N(Cc1ccccc1)C(=O)c1csnn1 (centres undefined)
    -6%	-10%	0	4%	-3%	0%	-18%	-2%	1%
COc1ccc(C2CC(=O)C(C=NCCN3CCN(C(=S)Nc4ccccc4)CC3)=C(O)C2)cc1OC (centres undefined)
    -9%	-13%	-7	-1%	-10%	-6%	-7%	7%	1%
O=C(CCNS(=O)(=O)c1ccc(Br)s1)NCc1ccccc1Cl
    -38%	?	0	-21%	0%	-2%	-1%	-1%	0%
O=C1CC(c2ccc(F)cc2)Sc2nc(C34CC5CC(CC(C5)C3)C4)nn21 (centres undefined)
    4%	-16%	-2	-23%	-11%	13%	7%	-1%	-1%
COc1ccc(Cl)cc1NC(=S)NCc1cccs1
    -6%	-3%	-8	0%	-17%	-9%	-26%	1%	4%
CC(=O)N1N=C(c2ccc(C)c([N+](=O)[O-])c2)OC1(C)C
    7%	-16%	0	71%	-10%	10%	64%[activator]	27%	-8%
NC(=O)c1nsc(C(=O)N(c2cccc(F)c2)C(C(=O)NC2CCCC2)c2ccc(O)cc2)c1N (centres undefined)
    -5%	-5%	-10	3%	1%	3%	-5%	7%	59%[activator]
O=C(Nc1cccnc1)c1cccc(S(=O)(=O)Nc2cccc(Cl)c2)c1
    -3%	-10%	0	/	/	8%	-17%	4%	22%
Cc1cccc(C)c1OCc1cc(C(=O)N2CCN(Cc3nccn3C)CC2)no1
    6%	-10%	-2	1%	-2%	-4%	-1%	-13%	54%
CCOc1ccc(Nc2c3c(nc4ncnn24)CC(C)CC3)cc1 (centres undefined)
    -10%	-16%	-5	31%[activator]	-10%	2%	-8%	-12%	-1%
Cc1ccc(-n2c(SCC(=O)NCCN3C(=O)CSC3=O)nnc2-c2cccc(C)c2)cc1
    -7%	-12%	-2	-1%	-11%	11%	-9%	3%	?
CCc1nn2c(=O)cc(CSCC(=O)Nc3ccccc3Cl)nc2s1
    3%	-7%	-4	-1%	-7%	-5%	/	-6%	2%
Cc1ccc(C(=O)NNc2cc(N3CCCC3)nc(N3CCCC3)n2)cc1
    -21%	4%	21	14%	?	6%	/	-30%	0%
CCOc1cc(-c2nc(C)c(C(C)=O)n2O)ccc1OCC(=O)Nc1ccccc1
    -14%	-6%	1	7%	-8%	0%	0%	14%	-2%
C[C@H](CO)N1C[C@H](C)[C@@H](CN(C)C(=O)Nc2ccc3c(c2)OCO3)Oc2ccc(NC(=O)Nc3ccc(C(F)(F)F)cc3)cc2C1=O
    -7%	-11%	12	/	/	4%	0%	-4%	-23%
COc1ccc(NC(=O)CCS(=O)(=O)c2nc(-c3ccc4c(c3)OCO4)cc(C(F)(F)F)n2)c(OC)c1
    -10%	2%	-18	?	6%	-8%	-8%	-5%	/
O=C(Cn1c(C(F)(F)F)nc2ccccc21)c1ccc(Br)cc1
    -12%	-5%	0	1%	?	11%	?	4%	-1%
CS(=O)(=O)N1CCCC(C(=O)NCCCN2CCC(Cc3ccccc3)CC2)C1 (centres undefined)
    0%	-10%	-8	23%	2%	5%	4%	-16%	-1%
COc1ccc(CNCC(O)(c2ccc(F)cc2)c2ccc(F)cc2)cc1OC
    7%	-17%	0	31%	-12%	9%	43%[activator]	-3%	-16%
Oc1ccc(CN2CCCc3ccccc32)c2cccnc12
    -12%	-23%	16	?	-9%	-25%	/	?	-4%
COc1ccc([C@H]2CC(=O)C=C(c3cc(Cl)cc(Cl)c3)C2)cc1
    -2%	-4%	-5	/	/	14%	-14%	-17%	21%
Fc1ccc(C2Nc3cccc4cccc(c34)N2)cc1
    -16%	-8%	17	3%	-5%	3%	?	-28%	-12%
O=C(CSc1nc2ccccc2s1)N1CCOCC1
    -3%	6%	-8	-20%	4%	-4%	3%	-10%	0%
O=C(NCc1ccc2c(c1)OCO2)c1n[nH]c(=O)c2ccccc12
    1%	2%	-12	32%	1%	-3%	6%	-14%	-11%
Cn1c(=NC(=O)CS(=O)(=O)c2ccc(F)cc2)sc2ccccc21
    0%	3%	-7	/	/	9%	-12%	18%	13%
CCO[C@@H]1OC(C(=O)NCc2ccccc2)=C[C@H](c2ccc(Br)cc2)[C@H]1CCCO
    -28%	-22%	-2	3%	-1%	6%	?	1%	15%

Part of the list above, set out differently:
> Oc1ccc(CN2CCCc3ccccc32)c2cccnc12
- POLK inh: -12%
- POLH inh: -23%
- LDHA block: 16
- Pol beta inh: ?
- Anesthetic bind: -9%
- ERG Ets-DNA blk: -25%
- ALOX12 inh: /
- RGS4 inhibitor: ?
- APEX1 inh: -4%
> CS(=O)(=O)N1CCCC(C(=O)NCCCN2CCC(Cc3ccccc3)CC2)C1 (centres undefined)
- POLK inh: 0%
- POLH inh: -10%
- LDHA block: -8
- Pol beta inh: 23%
- Anesthetic bind: 2%
- ERG Ets-DNA blk: 5%
- ALOX12 inh: 4%
- RGS4 inhibitor: -16%
- APEX1 inh: -1%
> Fc1ccc(C2Nc3cccc4cccc(c34)N2)cc1
- POLK inh: -16%
- POLH inh: -8%
- LDHA block: 17
- Pol beta inh: 3%
- Anesthetic bind: -5%
- ERG Ets-DNA blk: 3%
- ALOX12 inh: ?
- RGS4 inhibitor: -28%
- APEX1 inh: -12%

Individual results from the entries so far:
RGS4 inhibitor, O=C(CSc1nc2ccccc2s1)N1CCOCC1 : -10%
ERG Ets-DNA blk, O=C(NCc1ccc2c(c1)OCO2)c1n[nH]c(=O)c2ccccc12 : -3%
Anesthetic bind, Oc1ccc(CN2CCCc3ccccc32)c2cccnc12 : -9%
RGS4 inhibitor, CCO[C@@H]1OC(C(=O)NCc2ccccc2)=C[C@H](c2ccc(Br)cc2)[C@H]1CCCO : 1%
ERG Ets-DNA blk, O=C(Cn1c(C(F)(F)F)nc2ccccc21)c1ccc(Br)cc1 : 11%
